Mtb BioA inh: blocks M. tuberculosis BioA enzyme activity; AID 602481; inhibition, % at 9.99 µM; purified M. tuberculosis BioA enzyme, plate reader; 360,000 tested, 0.096% active; in the data active = inhibition above about 40%; inconclusive = no clear call, values can overlap the other calls
FadD28 FP inh: blocks FadD28 binding to the bisubstrate probe; fluorescence polarization; inhibition, % at 12.5 µM; 360,000 tested, 0.22% active; AID 588549; in the data active = inhibition above about 8.5%, passing the limit was not always enough; inconclusive = no clear call, values can overlap the other calls
TcdB GH inh: blocks C. difficile toxin B glycohydrolase activity; 350,000 tested, 0.24% active; TcdB glycohydrolase enzymatic assay, plate reader; inhibition, % at 9.99 µM; AID 652162; P18177; in the data active = inhibition above about 10%
Mtb FBA inh: inhibits M. tuberculosis FBA enzyme; 360,000 tested, 2.3% active; purified M. tuberculosis FBA, fluorescence read-out; AID 588726; inhibition, % at 1 µM; P9WQA3; in the data active = inhibition above about 27%;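 also: 0% = vehicle and 100% = reference inhibitor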
Target sequence (P9WQA3 whole entry, looked up): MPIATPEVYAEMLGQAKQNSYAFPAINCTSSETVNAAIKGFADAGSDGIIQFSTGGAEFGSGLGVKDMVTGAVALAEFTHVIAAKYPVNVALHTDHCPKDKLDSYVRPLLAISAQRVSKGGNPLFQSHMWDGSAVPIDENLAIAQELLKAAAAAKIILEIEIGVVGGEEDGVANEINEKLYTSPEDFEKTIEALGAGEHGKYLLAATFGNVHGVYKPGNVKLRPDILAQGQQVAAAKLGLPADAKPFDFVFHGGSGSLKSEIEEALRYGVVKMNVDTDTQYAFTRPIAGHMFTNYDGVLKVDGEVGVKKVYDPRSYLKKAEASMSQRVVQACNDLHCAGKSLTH
Y pestis TopoI: inhibitors of Yersinia pestis topoisomerase I; Y. pestis Topo-I cleavage product accumulation, plate reader; activity, % at 10 µM; 360,000 tested, 0.064% active; in the data active = activity above about 50%, passing the limit was not always enough; inconclusive = no clear call, values can overlap the other calls; also: inactives centre near 2
PfHsp40 yeast: restores yeast growth despite PfHsp40 toxicity; AID 504582; 340,000 tested, 0.68% active; S. cerevisiae expressing PfHsp40, growth rescue, ATP luminescence; growth rescue, % at 12.5 µM; in the data active = growth rescue above about 28%, passing the limit was not always enough; inconclusive = no clear call, values can overlap the other calls;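 also: yeast W303a lacking pdr1 and pdr3 grown in galactose medium; growth measured after three days at 30 °C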
Vc quorum ag: quorum light induction in luxS cqsA deficient V. cholerae | activation, % at 18.7 µM | V. cholerae BH1578 lux reporter, luminescence, 6 h | 350,000 tested, 0.16% active; in the data active = activation mostly above about 9.7%, no sharp cut-off; inconclusive = no clear call, values can overlap the other calls; inactive = mostly below about 3.7%; also: not every result past the cut was called active; inactives centre near 0; reference of the scale not given here
Mtb UGM inh: Mtb UDP-galactopyranose mutase inhibition; P9WIQ1; purified UGM, fluorescence polarization probe displacement; inhibition, % at 10 µM; 320,000 tested, 0.06% active; in the data active = inhibition above about 10%, passing the limit was not always enough; inconclusive = no clear call, values can overlap the other calls
Target sequence (P9WIQ1 whole entry, looked up): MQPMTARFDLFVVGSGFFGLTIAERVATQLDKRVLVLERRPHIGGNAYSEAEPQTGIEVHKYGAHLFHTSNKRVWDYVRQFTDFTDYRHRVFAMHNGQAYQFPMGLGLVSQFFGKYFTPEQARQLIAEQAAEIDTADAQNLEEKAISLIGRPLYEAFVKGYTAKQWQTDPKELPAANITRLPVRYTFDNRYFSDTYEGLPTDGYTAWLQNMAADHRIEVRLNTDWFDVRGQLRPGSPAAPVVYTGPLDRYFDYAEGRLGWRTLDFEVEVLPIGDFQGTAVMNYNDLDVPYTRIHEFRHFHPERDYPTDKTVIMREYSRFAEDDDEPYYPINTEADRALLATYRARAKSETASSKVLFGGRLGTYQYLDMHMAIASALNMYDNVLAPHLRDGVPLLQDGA
GDH-TPI counter: GDH-TPI coupled enzyme inhibition counter-screen | 360,000 tested, 1.2% active | AID 588335 | inhibition, % at 4.8 µM | GDH-TPI coupled enzyme counterscreen, NADH absorbance; in the data active = inhibition above about 30%;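 also: 0% = DMSO wells and 100% = wells lacking the enzyme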
* hit, by the source's call; i = inactive; ? = inconclusive; . = no result given.

SMILES	Mtb BioA inh	FadD28 FP inh	TcdB GH inh	Mtb FBA inh	Y pestis TopoI	PfHsp40 yeast	Vc quorum ag	Mtb UGM inh	GDH-TPI counter
CN(C)/C=C/C(=O)c1ccc([N+](=O)[O-])c(CS(=O)(=O)c2ccc(Cl)cc2)c1	1.1	18*	-0.5	2	0	-2.3	i	1.5	14
COc1ccccc1Nc1nc(N)nc(CSc2nccn2C)n1	.	-0.3	0.6	6	-4	-0.5	-0.3	0.8	2
O=C(CN(C(=O)CSc1nnc(COc2ccccc2)o1)c1ccc(F)cc1)NC1CCCC1	-0.2	-2.2	.	-1	7	0.7	i	0.8	2
NC(=O)c1ccc2nc(-c3ccccc3)c(-c3ccccc3)nc2c1	0.7	0.5	1.5	15	1	0.6	5.6	0.7	23
CC(=O)C1CCC2C3CC(C)C4(O)CC(=O)CCC4(C)C3C(O)CC12C (stereo unspecified)	-0.1	-0.3	0.5	1	8	-0.7	i	.	9
COc1ccccc1NC(=O)NNC(=O)COc1ccc2ccccc2c1	-1.1	-0.6	0.6	0	9	1.8	0.9	-0.5	5
N#Cc1ccc(NC(=O)CN2C(=O)NC(Cc3ccccc3)C2=O)cc1 (stereo unspecified)	-1.6	-0.4	.	7	3	-1.1	-0.3	0.0	1
COc1cc(SC)ccc1C(=O)OCC(=O)NCC(C)C	.	-0.1	1.3	6	0	0.2	67*	0.9	3
O=C(CCn1c(=O)[nH]c2ccccc2c1=O)Nc1ccccc1	-2.5	-2.5	.	0	-3	-1.0	i	1.1	2
Cc1cc(C)c(C)c(OCCNCc2ccccc2)c1	1.2	-0.6	1.0	1	18	1.1	-0.8	-2.8	13
Cc1[nH]n(C(N)=S)c(=O)c1N=Nc1ccc(S(=O)(=O)N2CCCCCC2)cc1	0.0	-2.9	.	-11	6	-0.7	-1.4	1.0	18
C=C(C)CN(Cc1ccccc1)C(=S)Nc1ccccc1	5.3	-2.6	1.8	0	-1	0.2	-2.4	2.9	-1
COc1ccccc1NS(=O)(=O)c1cc(NC(=O)CCC2CCCC2)ccc1N1CCOCC1	1.6	-2.0	-0.7	-2	-10	0.7	-0.9	2.0	2
Cc1ccc(S(=O)(=O)N2[C@@H](c3ccc(C(C)(C)C)cc3)C(C(=O)O)=CC[C@H]2c2ccc(Cl)c(Cl)c2)cc1	1.4	-6.4	-0.3	-2	6	2.6	-0.6	.	-1
COc1cc(NC(=O)COc2ccc(C)c(C)c2)ccc1NC(=O)c1ccco1	0.8	-0.8	1.0	-3	16	0.7	i	2.3	-3
COc1ccc2nc3cc(Cl)ccc3c(C#N)c2c1	-0.2	-4.4	0.7	1	1	-0.7	-0.4	3.8	15
CNC(=O)c1c(NC(=O)c2ccc(S(=O)(=O)N3CCCCC3)cc2)sc2c1CCN(C(C)C)C2	0.6	-3.8	0.7	2	4	-1.3	-3.1	-0.5	20
O=c1nc(-c2ccccc2)n(-c2ccccc2)[nH]1	-0.1	-4.0	.	39*	0	1.1	-0.3	0.9	-4
COC(=O)CN1C(=O)N/C(=C/c2ccccc2OC)C1=O	.	-2.0	.	0	10	-0.5	-0.3	0.2	16
O=C(c1ccccc1)c1ncc(C(F)(F)F)cc1Cl	-0.2	-1.3	.	0	3	1.8	-0.2	-2.7	-7
Cc1sc2ncnc(NC3CCN(Cc4ccccc4)CC3)c2c1C	.	-3.1	0.4	-1	13	-2.2	-0.3	-0.1	2
c1ccc(CCC2CCCCN2Cc2nc(C3CC3)no2)cc1 (stereo unspecified)	.	-3.0	1.3	-6	10	1.4	i	-4.1	1
NC(c1csc(NC(=O)Nc2cccc(Cl)c2)n1)C1CCCCC1 (stereo unspecified)	-1.2	-4.1	-0.1	2	-17	.	0.3	.	5
O=C(Nc1ccc(OC(F)F)cc1)c1ncc(Cl)c(Cl)c1Cl	.	-1.8	1.0	7	-4	-2.3	i	1.2	4
O=C(OCC(=O)N(CCc1ccccc1)Cc1ccccc1)c1ccccc1[N+](=O)[O-]	-1.2	-1.3	0.4	-2	34	-0.7	i	-5.3	-3
O=C(C1CCCN(S(=O)(=O)c2cc(Cl)ccc2Cl)C1)N1CCCCCC1 (stereo unspecified)	1.2	-3.8	1.0	1	23	4.5	-2.9	0.8	0
CC(=O)c1ccc(NS(=O)(=O)c2cc(-c3cnc(C4CC4)o3)ccc2C)cc1	-0.7	-1.2	0.0	4	7	0.0	-0.3	-3.0	18
Cc1cccc(CN2CCN(C(=O)CCl)CC2)c1	-0.2	-3.4	.	0	3	0.0	-0.6	-2.5	7
O=C(Cn1c(=O)n(Cc2ccco2)c(=O)c2ccccc21)Nc1cccc(Cl)c1	-0.2	-0.1	1.1	5	11	1.5	0.1	-1.3	0
COC(=O)c1ccc(COC(=O)CNC(=O)c2cccs2)cc1	2.3	-1.8	-0.3	5	5	-0.8	i	-2.5	4
CN1CCC(N(C)S(=O)(=O)c2ccc(NC(=O)c3ccc(S(=O)(=O)N(C)C)cc3)cc2)CC1	.	-1.5	2.9	2	-12	0.3	i	-2.5	1
CCOc1cccc(C(=O)Nc2cc(C)ccc2NC(=O)c2ccco2)c1	-0.1	-2.5	-1.5	-1	12	2.1	-0.7	.	7
COC(=O)CCN(C(C)=O)c1ccc(N)cc1	-0.6	-1.2	.	0	0	2.3	i	5.3	-1
NC(Cc1ccccc1)c1nc(-c2ccccc2)no1 (stereo unspecified)	0.1	-0.3	0.6	1	9	1.0	-0.7	1.6	1
CCOC(=O)C1CCCCN1Cc1ccc(OC)c(OC)c1OC (stereo unspecified)	-17	-4.6	.	0	-10	?	-3.1	-2.1	4
COc1cccc(/C(O)=C2/C(=O)C(=O)N(Cc3cccnc3)C2c2ccco2)c1 (stereo unspecified)	0.1	-2.9	.	5	1	0.7	i	0.9	7
Cc1ccc2c(C)cccc2c1	-0.4	-0.7	-0.3	1	0	-0.6	-0.3	.	1
O=c1/c(=C/c2ccccn2)sc2n1CN(c1ccccc1)CN=2	-0.4	-3.9	.	-1	2	-0.3	3.9	-0.2	24
CCOc1cc(S(=O)(=O)NCc2ccc(OC)cc2)c(OCC)cc1-n1cnnn1	0.0	0.8	.	6	5	-1.6	i	-2.9	14
Cc1ccc(N(C(=O)c2snc(C(N)=O)c2N)C(C(=O)NCC2CCCO2)c2ccc3ncccc3c2)cc1 (stereo unspecified)	-0.5	.	0.2	6	22	-0.8	-0.2	.	7

Some of the entries so far, with each value named:
COC(=O)CCN(C(C)=O)c1ccc(N)cc1
  Mtb BioA inh = -0.6
  FadD28 FP inh = -1.2
  TcdB GH inh = .
  Mtb FBA inh = 0
  Y pestis TopoI = 0
  PfHsp40 yeast = 2.3
  Vc quorum ag = i
  Mtb UGM inh = 5.3
  GDH-TPI counter = -1
NC(Cc1ccccc1)c1nc(-c2ccccc2)no1 (stereo unspecified)
  Mtb BioA inh = 0.1
  FadD28 FP inh = -0.3
  TcdB GH inh = 0.6
  Mtb FBA inh = 1
  Y pestis TopoI = 9
  PfHsp40 yeast = 1.0
  Vc quorum ag = -0.7
  Mtb UGM inh = 1.6
  GDH-TPI counter = 1
CCOC(=O)C1CCCCN1Cc1ccc(OC)c(OC)c1OC (stereo unspecified)
  Mtb BioA inh = -17
  FadD28 FP inh = -4.6
  TcdB GH inh = .
  Mtb FBA inh = 0
  Y pestis TopoI = -10
  PfHsp40 yeast = ?
  Vc quorum ag = -3.1
  Mtb UGM inh = -2.1
  GDH-TPI counter = 4
COc1cccc(/C(O)=C2/C(=O)C(=O)N(Cc3cccnc3)C2c2ccco2)c1 (stereo unspecified)
  Mtb BioA inh = 0.1
  FadD28 FP inh = -2.9
  TcdB GH inh = .
  Mtb FBA inh = 5
  Y pestis TopoI = 1
  PfHsp40 yeast = 0.7
  Vc quorum ag = i
  Mtb UGM inh = 0.9
  GDH-TPI counter = 7

Next structures:
SMILES	Mtb BioA inh	FadD28 FP inh	TcdB GH inh	Mtb FBA inh	Y pestis TopoI	PfHsp40 yeast	Vc quorum ag	Mtb UGM inh	GDH-TPI counter
CCn1c(SCC(=O)O)nnc1-c1cccnc1	-1.8	-0.5	0.0	2	-8	-1.4	i	-3.4	7
CC1=NN2C(=N)/C(=C\c3cc(C)n(-c4ccccc4)c3C)C(=O)N=C2S1	.	-4.4	0.4	-1	12	0.0	i	0.9	-7
Cc1nn(Cc2ccccc2)c(Cl)c1C(=O)Nc1ccc(OC(F)(F)F)cc1	.	-2.0	.	-2	20	-1.2	i	-2.8	-5
COc1cccc(CNC(=O)C2CCN(S(=O)(=O)N3CC(C)CC(C)C3)CC2)c1 (stereo unspecified)	-1.6	2.3	-0.6	-1	-6	-0.2	5.9	-0.7	4
CCc1nnc(SCC(=O)N2CCc3ccccc32)n1CC	-0.3	-0.6	3.2	1	8	1.3	i	-1.7	-2
CC(C)(C)c1ccc(OCC(=O)NNC(=O)CCc2ccccc2)cc1	-0.9	-3.5	.	0	2	1.6	i	4.1	-2
CC(NC(=O)Nc1nccs1)(C(F)(F)F)C(F)(F)F	1.3	-0.1	.	4	3	-1.1	.	-1.7	-8
CCN(c1ccc(OC)cc1)S(=O)(=O)c1ccc2c(c1)NC(=O)CS2	6.1	-3.2	2.9	0	6	1.4	-0.2	0.9	2
CC1Cc2ccccc2N1C(=S)NC(=O)C1(C)CC1(Cl)Cl (stereo unspecified)	.	-0.7	2.1	-2	6	17	-0.5	-1.2	9
CCN(CC)CC(=O)Nc1cccc2c1C(=O)c1ccccc1C2=O	-0.8	-0.6	.	-3	-11	0.5	4.5	-1.7	4
O=C(NCC1CCCO1)C1CCN(C2CCN(CCCC3CCCC3)CC2)CC1 (stereo unspecified)	.	-0.9	-0.2	-1	-9	-1.0	.	2.3	5
COc1ccccc1CNC(=O)CNC(=O)[C@@H]1Cc2ccccc2CN1	-1.6	-3.9	2.1	-2	3	-1.3	3.1	0.0	-2
O=C(O)/C=C/C(=O)NCC1CCC(CNC(=O)/C=C/C(=O)O)CC1 (stereo unspecified)	26	-1.8	-0.1	1	2	.	-0.5	3.3	-3
O=C(c1ccc([N+](=O)[O-])cc1)n1nc(-c2ccccc2)nc1NCc1ccc(F)cc1	-0.2	-0.3	0.6	5	-9	-0.3	-0.3	-2.1	5
CN1C(=O)N(C)C(NC(=O)Nc2ccccc2)C1NC(=O)Nc1ccccc1 (stereo unspecified)	1.3	-2.0	.	3	-2	0.8	-0.5	0.5	-2
N/C(=N\N=C\c1ccc(Br)o1)c1nonc1N	.	-0.1	-1.0	-2	5	-1.3	-0.6	-1.5	28
CC1=C(c2ccc(C(C)C)cc2)S(=O)(=O)N=C1N1CCN(C(=O)c2ccco2)CC1	-0.6	-14	-1.4	0	32	-0.1	-0.3	5.9	-2
COc1ccc(C)cc1S(=O)(=O)N1CCN(C(=O)c2ncoc2-c2ccccc2F)CC1	3.9	-1.0	1.9	-4	10	-0.5	i	1.7	-3
CCn1c2ccccc2c2nnc(NN)nc21	.	-3.4	.	-5	2	-0.8	i	-1.7	8
COC(=O)c1cc(Cc2ccc(N)c(C(=O)OC)c2)ccc1N	2.2	-2.6	.	12	9	1.1	-0.1	-1.3	3
CCC(=O)N1CCC1(C)C(=O)Nc1ccc2c(c1)CCN2C(C)=O (stereo unspecified)	0.7	0.0	0.2	1	0	.	i	.	0
O=C(NCCC1=CCCCC1)C1CCC(CNS(=O)(=O)c2ccccc2)CC1 (stereo unspecified)	.	-0.6	.	-3	15	2.2	i	.	5
CCc1ccc(NC(=O)C2CCCCC2C(=O)O)cc1 (stereo unspecified)	.	1.2	.	-3	-2	1.0	i	2.0	-2
CC(=O)c1c(N2CCN(Cc3ccccc3)CC2)nc(=S)n(Cc2ccccc2)c1C	.	-3.0	.	4	19	-0.9	-1.1	.	8
